PGC1a acetyl inh = lowers PGC1a acetylation signal in U2OS cells; inhibition, % at 15.6 µM; 0.17% of 350,000 active; AlphaScreen anti-acetyl-lysine; with virally co-expressed GCN5 acetyltransferase;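 active = every replicate shows inhibition of at least 40%; inconclusive = mean inhibition at least 40% but some replicate below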;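 also: 0% = neutral control wells and 100% = positive control wells; some results beyond the cut were filed as inactive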
miR-122 sensor = inhibitors of miR-122 in Huh7 cells; 0.3% of 340,000 active; Huh7 miR-122 Renilla luciferase sensor, 48 h; neutral wells = 0, positive control = 100; activation (reporter increase), % at 12.5 µM; AID 602342;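 active = mean replicate activation score at least 90 and every replicate individually at or above 90; inconclusive = only one of the two criteria met; inactive = neither criterion met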;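 also: higher luciferase means less miR-122 activity so hits act as miR-122 inhibitors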
Cneo AK release = Cryptococcus neoformans lysis via adenylate kinase release; C. neoformans lysis, adenylate kinase release luminescence, 4 h; normalised: neutral wells 0, clomiphene wells 100; lysis activity, % at 15 µM; 0.2% of 360,000 active; AID 651654;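 active = mean lysis activity across replicates of at least 80%, whatever share of replicates individually reach that level; inactive = mean lysis activity below 80%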
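Signal: Adenylate kinase release luminescence | Assay system: Log-phase Cryptococcus neoformans yeast cells | Input: Cells at 5 × 10^6 per mL | Buffer or medium: Fresh YPD growth medium | Compound: Single dose | Schedule: Static 4 h at 37 °C with compound, 1 h detection | Controls: Clomiphene | Read-out: Luminescence rise reflecting yeast cell lysis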
The depositor's hits bear a star; ? = inconclusive. An excerpt, so the mix of outcomes need not match the whole.

Values in the order – PGC1a acetyl inh | miR-122 sensor | Cneo AK release
O=C(CSc1nnc(-c2cccnc2)n1-c1ccccc1)N1CCN(c2ccc(F)cc2)CC1
 : -8 | 1 | 1
COc1ccc(OCC(=O)NC(=S)Nc2ccc(N3CCOCC3)c(Cl)c2)cc1
 : 3 | -4 | 20
CN1CCCCc2c1nc1ccccc1c2N (tested in a mixture with another compound)
 : 1 | 15 | 0
COc1ccc(-c2coc3cc(OC)cc(O)c3c2=O)cc1
 : -24 | -3 | 4
O=c1cnn(-c2ccccc2)c(-c2ccccc2)c1
 : -1 | -3 | -3
Cc1csc(NC(=O)CN2C(=O)C3CC=CCC3C2=O)n1 (stereo not drawn)
 : 8 | -1 | 0
CCC1=C(OC(=O)c2ccccc2)C(C)(C)C(c2ccccc2)OC1=O (stereo not drawn)
 : -13 | 1 | 3
O=C(NCCCN1CCCC1=O)C1CCN(S(=O)(=O)N2CCOCC2)CC1
 : 17 | 4 | 2
O=C(CN(C(=O)CCC(=O)Nc1nccs1)c1cccc(F)c1)NCC1CCCO1 (stereo not drawn)
 : 1 | 1 | -8
Cc1cc(C)n(-c2nc(N(C)C)nc(N(C)C)n2)n1
 : 8 | -4 | 3
O=C(Nc1nccs1)C1CCN(S(=O)(=O)c2cnc[nH]2)CC1
 : -6 | -4 | 0
O=C(Nc1cccc(F)c1)N(Cc1ccc(Cl)cc1)CC(O)C(F)(F)F (stereo not drawn)
 : -3 | 1 | 2
CN(c1ccc(C(=O)NCc2ccncc2)cc1)S(C)(=O)=O
 : 1 | 32 | -1
CC1(C)CC(=O)C(C=Nc2ccccc2Sc2ccccc2)=C(O)C1
 : 4 | 4 | -4
Cc1cc(C)nc(SCCC(=O)Nc2cccc3ccccc23)n1
 : 6 | 1 | 0

Fetched by structure from above, 2 records:
Values in the order – PGC1a acetyl inh | miR-122 sensor | Cneo AK release
O=C(Nc1nccs1)C1CCN(S(=O)(=O)c2cnc[nH]2)CC1
 : -6 | -4 | 0
Cc1cc(C)nc(SCCC(=O)Nc2cccc3ccccc23)n1
 : 6 | 1 | 0

The listing continues.
Values in the order – PGC1a acetyl inh | miR-122 sensor | Cneo AK release
CCOC(=O)c1ccccc1NC(=O)Cn1cnc2c(cnn2-c2ccc(F)cc2)c1=O
 : -5 | -3 | 8
CCCC(=O)Nc1cc(C)c(NC(=O)c2ccncc2)cn1
 : -18 | 0 | -1
Cc1noc(C)c1C(=O)N1CCOCC1
 : 17 | 2 | 3
COc1ccc(OC)c(NC(=O)Cn2c(=O)oc3ccccc32)c1
 : -16 | -7 | -1
CCOC(=O)NC1C=CS(=O)(=O)C1 (stereo not drawn)
 : 0 | -6 | 0
COc1ccc(CCCC(=O)NC2CCCCC2)cc1
 : -4 | 3 | -2
COc1cc2c(cc1OC)C1(Nc3c-2c(Cc2ccccc2)nn3-c2ccccc2)C(=O)Nc2ccccc21 (stereo not drawn)
 : -1 | 3 | 0
CCc1noc(N)c1C(=O)Nc1ccc(F)c(Cl)c1
 : -11 | 1 | 1
CCOC(=O)c1cc(NC(=O)c2cnccn2)cc(C(=O)OCC)c1
 : 3 | -13 | -1
Cc1nc2sc(C#N)c(N)c2c2c1CCCC2
 : 5 | -3 | -2
O=C(Nc1ccc(Cl)cn1)c1cccc(F)c1
 : -1 | 36 | 0
Cc1ccc(C)c2[nH]c(=O)c(C(c3nnnn3CCc3ccccc3)N3CCOCC3)cc12 (stereo not drawn)
 : 1 | 13 | 4
CCCP(=O)(CC(=O)N(CC)CC)c1ccccc1 (stereo not drawn)
 : -6 | -4 | -6
CCOC(=O)C1CCN(CC(=O)c2c(C)[nH]c3ccccc23)CC1
 : -19 | -3 | 8
O=C(Nc1cccc2ccccc12)N1CCN(c2ccc(F)cc2)CC1
 : 6 | 1 | 1
O=C1C(Cl)=C(N2CCOCC2)C(=O)N1c1ccccc1
 : 11 | 5 | 4
CCCS(=O)(=O)c1nc(S(=O)(=O)c2ccc(C)cc2)c(N2CCCC2)s1
 : -16 | 3 | 5
NC(=O)CSc1nnc(-c2cc3ccccc3o2)n1Cc1ccccc1
 : 2 | 3 | 0
CCOC(=O)C(CC)Sc1ncnc2c1nnn2-c1ccc(F)cc1 (stereo not drawn)
 : -12 | 0 | 3
CC(C)(C)n1nnnc1C(c1cccs1)N(Cc1ccccc1)Cc1cccnc1 (stereo not drawn)
 : -38 | 2 | -3
C[n+]1ccc(C(=O)NCc2ccccc2)cc1
 : -4 | 2 | 1
O=C(O)C1CCCCN1S(=O)(=O)c1ccccc1 (stereo not drawn)
 : 6 | -6 | 0
Cc1ccc(N=C2NC(=O)CS2)c(C)c1
 : -1 | -2 | -2
COc1ccc(CNC(=O)c2sc(=S)n(-c3ccc(OC)cc3)c2N)cc1
 : -17 | -6 | 3
Cc1ccc2nc(-c3ccccn3)oc2c1
 : -6 | 4 | -4
CC(C)OCCCNc1ncnc2c1cnn2-c1ccccc1
 : -4 | -2 | -5
CCOC(=O)N1CCc2c(sc3nc4n(c(=O)c23)N=C(C)CS4)C1
 : 3 | 3 | 4
CCCCNC(=O)C1CCN(Cc2ccc(OCc3ccccc3)cc2)CC1
 : -12 | -6 | -2
COCCNC(=O)C(c1cccs1)N(C(=O)Cn1nnc2ccccc21)c1ccc2c(c1)OCO2 (stereo not drawn)
 : 8 | 0 | -5
Cc1ccc(NC(=O)c2ccc(NCC3CCCO3)c([N+](=O)[O-])c2)cc1Cl (stereo not drawn)
 : ? | 1 | 0
O=[N+]([O-])c1ccc(N2CCN(Cc3ccccc3)CC2)c(S(=O)(=O)N2CCOCC2)c1
 : -26 | -1 | 5
Cc1ccc(C(=O)Nc2nc3ccccc3n2CCN2CCCC2)cc1
 : 5 | 8 | -7
CCOC(=O)Cn1c(C)nc2ccccc21
 : -3 | -3 | -1
Cc1cc(=O)n2c(-c3ccccc3C)n[nH]c2n1
 : 1 | -2 | 4
c1coc(CNc2c3c(nc4ccccc24)CCC3)c1
 : 2 | 1 | -1
CCC(C)C(NC(=O)C1CCC(C)CC1)C(=O)NC(C(=O)OC)C(C)C (stereo not drawn)
 : 2 | -4 | 6
CCC(=O)N1c2ccc(S(=O)(=O)CCC(=O)NCc3ccc4c(c3)OCO4)cc2CC1C (stereo not drawn)
 : -14 | -5 | 0
CCOc1ccccc1C(=O)Nc1cccc(-c2nnc(-c3ccccc3)o2)c1
 : -4 | -13 | 2
Cc1cc(C(=O)OCC(=O)Nc2nc(-c3ccccc3)cs2)c(C)o1
 : -41 | -6 | -2
Clc1ccc(CN2CCC(c3nc4ccc(Cl)cc4[nH]3)CC2)cc1
 : 16 | -11 | -1
Cc1ccccc1OCC(=O)Nc1ccccc1N1CCCCC1
 : 3 | -9 | 0
CCn1cc(CNC(=O)c2cc(Cl)ccc2OC)c(C)n1
 : 7 | -2 | 3
Cc1nnc(SCC(=O)NCc2ccc(Cl)cc2)[nH]c1=O
 : -5 | -9 | 0
O=C1C2C3C=CC(C3)C2C(=O)N1/N=C/c1cc(Br)cc([N+](=O)[O-])c1O (stereo not drawn)
 : 6 | -11 | -2
CCCCC(=O)NCCc1cc2c(OC)ccc(OC)c2[nH]c1=O
 : ? | -1 | 1

Six entries out of the list, ordered by molecular weight, lowest first.
Values in the order – PGC1a acetyl inh | miR-122 sensor | Cneo AK release
Cc1ccccc1OCC(=O)Nc1ccccc1N1CCCCC1
 : 3 | -9 | 0
Cc1cc(C(=O)OCC(=O)Nc2nc(-c3ccccc3)cs2)c(C)o1
 : -41 | -6 | -2
Clc1ccc(CN2CCC(c3nc4ccc(Cl)cc4[nH]3)CC2)cc1
 : 16 | -11 | -1
O=C1C2C3C=CC(C3)C2C(=O)N1/N=C/c1cc(Br)cc([N+](=O)[O-])c1O (stereo not drawn)
 : 6 | -11 | -2
O=[N+]([O-])c1ccc(N2CCN(Cc3ccccc3)CC2)c(S(=O)(=O)N2CCOCC2)c1
 : -26 | -1 | 5
CCC(=O)N1c2ccc(S(=O)(=O)CCC(=O)NCc3ccc4c(c3)OCO4)cc2CC1C (stereo not drawn)
 : -14 | -5 | 0

Remaining list, next part
Values in the order – PGC1a acetyl inh | miR-122 sensor | Cneo AK release
N#CCc1ccc(NC(=O)/C=C/c2ccc([N+](=O)[O-])o2)cc1
 : -299 | -24 | 0
c1ccc(N2CCCCC2)c(NC2=NCCC2)c1
 : 14 | 1 | 1
CCCCOC(=O)Nc1nnc(CC)s1
 : 3 | -3 | -1
CC(C)COc1ccc(C(=O)NC(CC(C)C)C(=O)O)cc1 (stereo not drawn)
 : 7 | -9 | -1
COc1cc(C(=O)NCc2ccc(-c3nc4ccccc4o3)cc2)cc(OC)c1OC
 : 0 | -5 | -3
COc1cccc(N2CC(O)Cn3c2nc2c3c(=O)n(CCCc3ccccc3)c(=O)n2C)c1 (stereo not drawn)
 : -2 | -3 | -4
CN1CCN(C(=O)c2ccc(C(C)(C)C)cc2)CC1
 : -3 | -3 | 0
CC(=O)OCCN(Cc1ccccc1)Cc1ccc2c(c1)OCO2
 : -9 | 0 | -1
CCOC(=O)C1CCN(C(=O)Nc2ccc3nc(-c4ccco4)c(-c4ccco4)nc3c2)CC1
 : -18 | -5 | -7
O=C(Cc1ccc(Br)cc1)N1CCN(c2ccc(F)cc2)CC1
 : -27 | 1 | 2
C=CCn1c(NCCO)nc2c1c(=O)n(C)c(=O)n2C
 : 10 | 0 | 1
CC(C(=O)NC(=O)NCc1ccccc1)N1C(=O)c2ccccc2C1=O (stereo not drawn)
 : -1 | -5 | -4
O=C(Cc1ccc(Cl)cc1)NNC(=O)Nc1cccc2ccccc12
 : -4 | 2 | 4
CC(C(=O)OCC(=O)Nc1ccc(S(=O)(=O)N2CCCCC2)cc1)N1C(=O)c2ccccc2C1=O (stereo not drawn)
 : 0 | 18 | -3
NC(=O)c1ccccc1N/C=C/C(=O)c1cccs1
 : 1 | -4 | -2
CCCNC(=O)CC(NS(=O)(=O)c1ccc(Cl)cc1)c1ccco1 (stereo not drawn)
 : 1 | 7 | 5
O=C(COc1cccnc1[N+](=O)[O-])Nc1cccc2ccccc12
 : 4 | 4 | 2
Cn1c(-c2ccc3ccccc3n2)nc2cnccc21
 : -9 | 1 | 2
CCCc1cc(=O)n2[nH]c(NCc3c(F)cccc3Cl)nc2n1
 : -6 | -2 | 17
CC1=C(C(=O)Nc2ccccc2)C2(CCCCC2)C(C#N)=C(SCC(N)=O)N1
 : -11 | 6 | -1
C/C(Nc1ccc(C)cc1)=C(/C#N)C(N)=O
 : 2 | 6 | -1
Cc1cc(C)cc(N(CC(=O)NCCSc2ccccn2)S(=O)(=O)c2ccccc2)c1
 : -12 | 6 | -1
O=C1c2ccccc2C(=O)N1CC1=CCS(=O)(=O)C1
 : 4 | -6 | 1

Single values from the results shown.
Cneo AK release result of CC1=C(C(=O)Nc2ccccc2)C2(CCCCC2)C(C#N)=C(SCC(N)=O)N1 stands at -1
miR-122 sensor result of CCCNC(=O)CC(NS(=O)(=O)c1ccc(Cl)cc1)c1ccco1 (stereo not drawn) stands at 7

Some of the entries so far, tab-delimited:
structure	PGC1a acetyl inh	miR-122 sensor	Cneo AK release
CCCNC(=O)CC(NS(=O)(=O)c1ccc(Cl)cc1)c1ccco1 (stereo not drawn)	1	7	5
CC1=C(C(=O)Nc2ccccc2)C2(CCCCC2)C(C#N)=C(SCC(N)=O)N1	-11	6	-1
CCCc1cc(=O)n2[nH]c(NCc3c(F)cccc3Cl)nc2n1	-6	-2	17
Cn1c(-c2ccc3ccccc3n2)nc2cnccc21	-9	1	2
O=C(COc1cccnc1[N+](=O)[O-])Nc1cccc2ccccc12	4	4	2
C/C(Nc1ccc(C)cc1)=C(/C#N)C(N)=O	2	6	-1
O=C1c2ccccc2C(=O)N1CC1=CCS(=O)(=O)C1	4	-6	1

Bioassay records as filed in PubChem.
